# Assay outcomes as filed in PubChem BioAssay.
# FID counter = fluorescent intercalator displacement, NS3 helicase counter-screen | hit rate 0.17% among 290,000 | inhibition, % at 7.9 µM | DNA fluorescent intercalator displacement, fluorescence | AID 1845; in the data active = inhibition above about 37%;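 also: 0% = vehicle and 100% = reference compound; higher means more ethidium bromide displaced from hairpin DNA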
# PfM18AAP inh = blocks P. falciparum M18 aspartyl aminopeptidase; recombinant PfM18AAP, H-Glu-NHMec fluorogenic cleavage; inhibition, % at 7.35 µM; hit rate 1.2% among 290,000; AID 1822;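 active = inhibition above the campaign mean inhibition over all tested compounds plus 3 SD, cut at about 28% in these data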;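 also: 0% = plate median of test compound wells and 100% = 2 mM ZnCl2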
# MEKK2wt PB1 HTS = raises or lowers MEK5 binding to wildtype human MEKK2 PB1 domain; bead flow cytometry, Alexa488-MEK5 binding to MEKK2 WT; actives lie on both sides; binding response (% of control), % at 10 µM; hit rate 1.1% among 290,000; AID 1531; in the data active = binding response below about 67% or above about 130%
# GPR7 antag = blocks human GPR7 receptor signaling. P48145. GPR7-expressing cells, fluorescence antagonist assay. inhibition, % at 4.4 µM. hit rate 1.1% among 290,000. AID 1861; in the data active = inhibition above about 16%, passing the limit was not always enough;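 also: cells stimulated with the agonist NPW; 0% = agonist with vehicle and 100% = vehicle without agonist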
# Target sequence (P48145 whole entry, looked up): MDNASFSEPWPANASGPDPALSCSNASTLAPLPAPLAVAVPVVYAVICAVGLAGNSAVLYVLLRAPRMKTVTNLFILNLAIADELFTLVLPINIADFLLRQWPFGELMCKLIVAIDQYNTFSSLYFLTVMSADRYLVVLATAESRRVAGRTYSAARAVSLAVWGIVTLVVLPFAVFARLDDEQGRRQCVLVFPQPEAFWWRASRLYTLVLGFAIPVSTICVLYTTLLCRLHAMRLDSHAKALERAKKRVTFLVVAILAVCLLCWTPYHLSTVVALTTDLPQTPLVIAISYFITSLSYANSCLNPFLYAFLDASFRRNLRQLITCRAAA
# PHOSPHO1 inh = inhibitors of human PHOSPHO1 phosphatase. inhibition, % at 13.3 µM. recombinant PHOSPHO1, absorbance phosphatase assay. hit rate 1.1% among 290,000. Q8TCT1; in the data active = inhibition above about 60%
# Target sequence (Q8TCT1 whole entry, looked up): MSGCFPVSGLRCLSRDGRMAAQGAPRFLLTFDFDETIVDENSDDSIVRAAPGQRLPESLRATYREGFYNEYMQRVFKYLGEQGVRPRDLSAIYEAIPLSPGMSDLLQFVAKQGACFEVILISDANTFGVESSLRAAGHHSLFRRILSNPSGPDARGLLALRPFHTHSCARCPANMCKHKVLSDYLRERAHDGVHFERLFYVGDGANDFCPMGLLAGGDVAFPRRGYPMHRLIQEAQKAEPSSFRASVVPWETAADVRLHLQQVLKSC
# NALP1 inh = blocks the NALP1 inflammasome reconstituted in yeast | S. cerevisiae NALP1/ASC/caspase-1 growth, X-gal OD620, 72 h | inhibition, % at 10 µM | hit rate 0.61% among 280,000; in the data active = inhibition mostly above about 24%, no sharp cut-off; inactive = mostly below about 32%; also: some compounds called inactive have numbers as strong as hits
# MEKK3 PB1 HTS = modulators (inhibitors or enhancers) of MEK5 binding to human MEKK3 PB1 domain; Q99759; bead-based flow cytometry, Alexa488-MEK5 binding to MEKK3; actives lie on both sides; 0 = blocked by unlabeled MEK5, 100 = vehicle; binding response (% of control), % at 10 µM; hit rate 1.4% among 290,000;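 active = binding response more than 3 SD above or below the average of its plate-row segment, actives on both sides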;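 also: Alexa488 bead fluorescence after subtracting the streptavidin-only scavenger bead signal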
# MEKK2mut PB1 HTS = signal of MEK5 binding to mutant human MEKK2 PB1 domain. bead flow cytometry, Alexa488-MEK5 binding to MEKK2 mutant. hit rate 0.35% among 290,000. AID 1530. percent response, % at 10 µM; in the data active = percent response above about 24%, passing the limit was not always enough; also: inactives centre near 1; some results filed as inactive read as strong as hits; reference of the scale not given here
# OXTR agonist = agonists of human oxytocin receptor. CHO-OTR cells, Fluo-8 calcium fluorescence; normalized: DMSO 0%, oxytocin 100%. activation, % at 3 µM. hit rate 0.32% among 320,000. P30559;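 active = activation above the mean of all tested compounds plus 3 SD, cutoff set per screening run, cut at about 20% in these data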;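 also: peak over basal fluorescence ratio from a 100 s FLIPR kinetic read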
# Target sequence (P30559 whole entry, looked up): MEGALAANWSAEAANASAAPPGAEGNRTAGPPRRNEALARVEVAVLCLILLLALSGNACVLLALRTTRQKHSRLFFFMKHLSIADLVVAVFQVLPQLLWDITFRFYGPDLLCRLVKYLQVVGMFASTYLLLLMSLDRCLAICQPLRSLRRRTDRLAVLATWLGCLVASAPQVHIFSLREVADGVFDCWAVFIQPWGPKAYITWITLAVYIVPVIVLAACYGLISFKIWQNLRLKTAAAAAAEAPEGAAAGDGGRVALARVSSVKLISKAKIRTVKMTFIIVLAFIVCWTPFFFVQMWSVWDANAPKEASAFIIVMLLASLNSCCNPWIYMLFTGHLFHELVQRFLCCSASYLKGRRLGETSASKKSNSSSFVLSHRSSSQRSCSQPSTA
# Starred values were filed as active, the others as inactive; / = no result given; & = joins results of further samples. This is a random part of the collection. Share with any hit: about 6.2%.
SMILES,FID counter,PfM18AAP inh,MEKK2wt PB1 HTS,GPR7 antag,PHOSPHO1 inh,NALP1 inh,MEKK3 PB1 HTS,MEKK2mut PB1 HTS,OXTR agonist
O=C(CSc1nc2ccccc2s1)NNC(=S)Nc1ccc(Cl)cc1,-42,12,97,5,-24,20,106,-1,4.6
CC(=O)CSc1nnc(-c2ccc(S(=O)(=O)N3CCOCC3)cc2)n1C,-11,2,102,-12,36,-4,102,1,0.4
COc1ccc(N2C(=O)NC3CC2(C)Oc2ccccc23)cc1 (stereo unspecified),-13,11,100,-7,-16,4,105,-3,-0.3
COc1ccc(-c2nn(-c3ccccc3)cc2/C=C(/C#N)C(N)=O)cc1[N+](=O)[O-],2,-1,107,-4,1,25,97,15,-0.5
COc1ccc(C(=O)C[n+]2ccc3ccccc3c2C)cc1,2,-3,104,-3,0,-2,101,-3,0.8
O=C(CN1CCSC1=NCc1ccccc1)c1ccccc1,0,-6,102,-2,-9,36,102,-1,-0.6
O=C(Cc1ccccc1)N1CCN(C(=O)c2ccco2)CC1,-3,-10,106,6,-18,16,106,6,0.7
Cn1c(=O)n(C)c2cc(NS(=O)(=O)c3ccccc3[N+](=O)[O-])ccc21,0,7,108,3,17,7,104,9,1.6
COc1ccc(-c2nc(SC)n(S(=O)(=O)c3ccccc3)n2)cc1,-6,-5,98,-6,-6,-10,108,1,-0.5
COc1ccc(CN(CCC(c2ccco2)C(C)C)C(C)=O)cc1OC (stereo unspecified),-42,3,100,-7,12,2,103,1,-1.6
C#CCOC(=O)Nc1cc(C)n(-c2ccccc2)n1,-4,-2,108,-5,-10,5,104,6,0.7
CCN(CC)c1ccc2cc(C(N)=O)c(=N)oc2c1,-4,5,97,-2,-17,5,98,-1,0.8
NC(=O)c1cnn(-c2cc(Oc3ccccc3)ncn2)c1N,0,-3,92,1,25,6,98,-11,0.5
CC1(C)CC(=O)C(=CN2CCOCC2)C(=O)C1,-5,0,103,-11,-3,25,105,4,0.3
CC[C@H](C)C(=O)O[C@H]1CCC=C2C=C[C@H](C)[C@H](CC[C@@H]3C[C@@H](O)CC(=O)O3)[C@H]21,-38&-20,-3&-1,96&98,-21&1,-8&44,1&9,98&103,-1&0,-2.5
COC(=O)CCn1nc(-c2ccc(Cl)cc2)c2ccccc2c1=O,-16,-1,80,-1,32,-13,85,-11,-2.6
O=C(c1ccccc1)c1ccc(N2CCNCC2)cc1,-2,8,101,-3,-6,8,93,0,/
COc1ccccc1CNS(=O)(=O)c1ccc2c(c1)CC(C)N2C(=O)C1CCC1 (stereo unspecified),-42,-4,94,9,-16,-9,98,1,8.9
Nc1nc2c(F)c(F)c(F)cc2s1,-2,6,99,-15,4,-1,105,-1,0.1
COCCN(C(=O)Cc1cccs1)c1nnc(-c2ccncc2)s1,-14,1,/,-7,-27,22,/,/,1.4
CCCCCCC1CC(=O)NC(=S)N1 (stereo unspecified),-10,-6,94,2,0,-8,95,-13,-1.6
O=C(Cc1cccs1)Nc1ccc([N+](=O)[O-])cc1,8,-5,104,13,-11,14,100,2,0.4
Cc1ccc(NC(=O)c2cccc3c2C(=O)N(C2CCCCC2)C3)c(C)c1,2,-18,100,-5,30,15,103,-4,-0.4
COc1ccc(CN(C)S(=O)(=O)c2nnc(NC(=O)c3ccccc3)s2)cc1OC,-26,-1,95,-15,32,8,97,-1,7.6
CCCNC(=O)N1CCN(S(=O)(=O)c2ccc(C)c(C)c2)CC1,-12,1,99,-12,/,/,94,0,-0.1

# One compound at a time, from the list above:
# Cc1ccc(NC(=O)c2cccc3c2C(=O)N(C2CCCCC2)C3)c(C)c1 is listed with FID counter = 2; PfM18AAP inh = -18; MEKK2wt PB1 HTS = 100; GPR7 antag = -5; PHOSPHO1 inh = 30; NALP1 inh = 15; MEKK3 PB1 HTS = 103; MEKK2mut PB1 HTS = -4; OXTR agonist = -0.4
# O=C(CN1CCSC1=NCc1ccccc1)c1ccccc1 is listed with FID counter = 0; PfM18AAP inh = -6; MEKK2wt PB1 HTS = 102; GPR7 antag = -2; PHOSPHO1 inh = -9; NALP1 inh = 36; MEKK3 PB1 HTS = 102; MEKK2mut PB1 HTS = -1; OXTR agonist = -0.6
# O=C(c1ccccc1)c1ccc(N2CCNCC2)cc1 is listed with FID counter = -2; PfM18AAP inh = 8; MEKK2wt PB1 HTS = 101; GPR7 antag = -3; PHOSPHO1 inh = -6; NALP1 inh = 8; MEKK3 PB1 HTS = 93; MEKK2mut PB1 HTS = 0; OXTR agonist = /

# Going on with the list:
SMILES,FID counter,PfM18AAP inh,MEKK2wt PB1 HTS,GPR7 antag,PHOSPHO1 inh,NALP1 inh,MEKK3 PB1 HTS,MEKK2mut PB1 HTS,OXTR agonist
O=C(CNCC1CCCO1)N1CCCCCC1 (stereo unspecified),3,-6,93,-9,25,26,103,-5,1.2
Cc1nn(-c2ccccc2)c2nc(N)c(C(N)=O)cc12,-2,-3,107,-14,20,-37,106,6,0.3
CCOC(=O)C(C(C)=O)C(c1ccc(OCCC(C)C)cc1)C(C(C)=O)C(=O)OCC (stereo unspecified),-28,8,99,17,-8,-96,105,3,-0.9
CCc1nc(N2CCC3(CC2)OCCO3)c2nnn(Cc3ccccc3)c2n1,-22,-3,106,-8,-12,7,105,-1,-2.2
Oc1oc(-c2ccccc2)nc1C=NCc1ccccc1,-10,2,99,7,10,11,100,-1,1.3
CCOc1cccc(/C=N/NC(=O)c2cc(-c3cccn3C)n[nH]2)c1O,-14,5,85,0,20,15,99,-8,-0.8
O=C(NC1CCCCC1)c1cc(-c2ccc(O)cc2)on1,-14,3,96,-6,2,3,105,6,1.0
COc1ccc(C(=O)OCC(=O)c2ccc(C)c(S(=O)(=O)N3CCOCC3)c2)cc1OC,-8,3,109,12,24,9,104,12,12
Cc1ccnc(SCC(=O)N2CCc3ccccc3C2)n1,-15,-12,67,5,45,3,73,-13,-1.1
Cc1ccc2cccnc2c1N,-1,13,103,-16,30,11,102,2,0.3
Cc1cc(Cl)ccc1OCCCC(=O)Nc1cccnc1,-8,1,106,8,-19,25,103,-2,6.1
CC(=O)Oc1ccc(/C=N/NS(=O)(=O)c2ccc(C)cc2)c(OC(C)=O)c1,-18,-42,102,11,35,-2,100,5,0.5
COc1cc2c(cc1OC)-c1n[nH]c(=S)n1C(C)(C)C2,-13,5,101,-5,-10,-10,100,1,-1.9
Nc1nnc(C2CCCC2)s1,6,-1,100,3,22,-3,100,4,0.1
CCCN(CCC)C(=O)Cn1c2ccccc2c2nc(=O)cc(C)n21,-5,-5,/,-1,-3,25,/,/,-1.9
COc1ccc(/C=C(/NC(=O)c2ccccc2)C(=O)NC2CCS(=O)(=O)C2)cc1 (stereo unspecified),-7,1,94,-13,-16,15,95,0,-0.6
Brc1ccc(CSc2ccc(-c3ccco3)nn2)cc1,-16,-11,89,-2,51,16,103,-11,-2.5
O=C1C2C3C=CC(C4CC34)C2C(=O)N1/N=C/c1ccc([N+](=O)[O-])o1 (stereo unspecified),-2,-2,93,-7,-23,-4,98,-10,-0.2
Cc1nnc(-c2cnn(-c3ccccc3)c2N)n1Cc1ccccc1,-9,3,101,4,-16,-10,102,1,-0.3
CC(=O)Nc1ccc(S(=O)(=O)Nc2cc(C)cn(Cc3ccc(C)cc3)c2=O)cc1,-34,9,104,0,14,8,101,7,5.0
O=C(Nc1ccc(-c2noc(CCc3ccccc3)n2)cc1)c1ccco1,-13,-4,103,4,-14,/,108,0,-0.9
CCN(CC)S(=O)(=O)c1cc(NS(=O)(=O)c2ccccc2)ccc1C,-25,3,104,-11,-9,/,100,-2,2.2
O=C(NNC(=S)NC(=O)c1ccc(Br)cc1)c1ccc([N+](=O)[O-])cc1,-13,-15,101,-3,-34,4,102,0,64*
CC(=O)N1N=C(N)SC1(C)C,1,-1,100,-24,-7,6,103,-1,0.7
CCCC(CCC)C(=O)O,/,/,108,/,/,/,106,4,0.4&0.0

# Remaining list, next part
SMILES,FID counter,PfM18AAP inh,MEKK2wt PB1 HTS,GPR7 antag,PHOSPHO1 inh,NALP1 inh,MEKK3 PB1 HTS,MEKK2mut PB1 HTS,OXTR agonist
CC(=O)N1CCc2cc(Br)cc(S(=O)(=O)NCC3CCCO3)c21 (stereo unspecified),-2,-3,113,2,6,0,108,11,-0.1
Cc1ccc(NC(=O)CS(=O)CC(=O)NCCCc2ccccc2)cc1Cl (stereo unspecified),-13,-2,98,-9,0,-13,93,-2,4.5
Cc1ccc(-n2[nH]c(C)c(/C=N/n3c(C)nc4ccccc4c3=O)c2=O)cc1,0,-7,95,3,43,-6,95,-4,0.9
NS(=O)(=O)c1ccc(NC(=O)COc2ncnc3sccc23)cc1,3,7,97,-6,-1,9,100,-9,1.4
Cc1ccc(C(C(=O)NCC2CCCO2)N(C(=O)c2snc(C(N)=O)c2N)c2ccc(F)cc2)o1 (stereo unspecified),-43,0,104,-18,28,1,100,2,2.5
CC/C(C)=N/Nc1ccc(S(=O)(=O)N2CCCC2)cc1[N+](=O)[O-],2,5,106,-15,9,39,106,4,-1.8
Cc1oc(-c2cc3c(cc2Cl)OCO3)nc1CN1CCCC1c1ccc(F)cc1 (stereo unspecified),-2,-7,91,4,-6,22,106,-10,-1.9
O=Cc1ccc(OC2OCCOC2Oc2ccc(C=O)cc2)cc1 (stereo unspecified),-6,-2,106,-3,1,24,107,-1,0.1
N#CC1=C(N)Oc2ccccc2C12C(=O)Nc1n[nH]c(-c3ccccc3)c12 (stereo unspecified),-19,2,98,-10,-14,19,98,1,0.6
CC(=O)Nc1ccc(S(=O)(=O)NCCC(=O)NCC2COc3ccccc3O2)cc1 (stereo unspecified),-6,-4,108,6,33,15,103,4,0.2
COc1cc(/C=N/n2c(-c3ccccc3)n[nH]c2=S)ccc1O,-7,20,106,9,103*,4,107,16,0.5
COc1cc(NC(=O)c2onc(C)c2Cl)cc(OC)c1OC,-14,-4,107,-17,3,12,105,5,0.0
COC(=O)CSc1nc(C)c2c(n1)CCCC2,-1,1,96,1,46,10,96,-8,-0.3
Cc1ccc(C)n1-c1ccc(C#N)cn1,2,-2,88,-10,46,24,95,-10,-0.1
CC(=O)N1CCC(=NNc2nc3ccccc3s2)CC1,0,23,96,-3,40,-5,99,-4,-0.6
O=C1CSC(=S)N1/N=C/c1ccc(O)c(O)c1O,-6,68*,99,-9,74*,-8,98,-4,0.9
O=C1Nc2ccccc2N=C(c2ccccc2)C1N1CCOCC1 (stereo unspecified),3,-8,91,-8,9,17,92,-3,1.2
Cc1noc(NS(=O)(=O)c2ccc(NC(=O)CSc3nc4c(cc3C#N)CCC4)cc2)c1C,-28,-5,106,-6,13,14,109,3,1.4
CN1C(=O)CC(P(=O)(c2ccccc2)c2ccccc2)N(C)C1=O (stereo unspecified),-4,5,102,-6,-8,13,102,-1,2.3
O=C(Nc1nc2ccccc2n1CCOc1ccc(Cl)cc1)c1ccco1,-7,-5,110,-5,-13,-12,109,5,-1.2
Cc1ccc(C(=O)NC2CCN(CCCC(=O)c3ccc(F)cc3)CC2)cc1,6,-5,111,-13,14,18,101,8,-1.8
COc1ccc(-c2cccc([C@H]3[C@@H]4C=CCC[C@@]4(C)C(=O)N3Cc3ccccc3)c2)cc1,/,/,92,/,35,4,101,1,-0.2
Cc1cccc(NC(=O)C2CCCN(C(=O)Nc3ccc(F)cc3)C2)c1C (stereo unspecified),-22,2,97,-9,46,-7,106,-1,0.5
CCc1cc(=O)oc2cc(OCC(=O)N3CC[C@@]4(O)CCCC[C@H]4C3)ccc12,-33,1,100,2,18,8,96,-3,0.9
COc1ccc2c(c1)c(C(=O)N/N=C/c1ccc(Cl)cc1)c(C)n2C,-19,-14,95,8,-12,/,98,-2,7.4
COc1cccc(Oc2ccc(C(F)(F)F)cc2N)c1,-7,-2,103,2,-12,-13,103,28,-2.2
Cc1oc(C)c(C(=O)Nc2ccc(CC(=O)O)cc2)c1C(=O)Nc1ccc(CC(=O)O)cc1,-15,-4,108,-10,5,0,101,5,2.0
Cc1ccc(C)c(S(=O)(=O)N=Nc2c(O)[nH]c3ccccc23)c1,-1,6,95,-11,21,-5,103,-3,0.7
